Bioassay records: PubChem BioAssay, several laboratories
Furin inhibitor: inhibitors of human furin. 220,000 tested, 0.061% active. AID 463115. inhibition, % at 30 µM. purified furin, fluorogenic substrate cleavage; in the data active = inhibition above about 25%; also: inactives centre near -15
p47phox inh: inhibitors of human p47phox binding | P14598 | p47phox/p22phox peptide binding, fluorescence polarization, 2 h | inhibition, % at 24.7 µM | 220,000 tested, 0.53% active;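 active = inhibition above about 30%, limit read from the data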;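 also: 0% = p47phox with labelled peptide and 100% = labelled peptide alone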
EBV gp42 inh: EBV gp42 inhibition; Fluorescence polarization binding assay, mP read-out; Q1HVG2; 220,000 tested, 0.42% active; inhibition, % (tested at 21.74 µM); in the data active = inhibition above about 50%
RBBP9 inh: blocks human serine hydrolase RBBP9; 220,000 tested, 0.2% active; inhibition, % at 7.94 µM; recombinant RBBP9, FP-Rh probe fluorescence polarization;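 active = inhibition above the campaign mean of all tested compounds plus 3 SD, cut at about 14% in these data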;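 also: plate controls were DMSO wells with RBBP9 for no effect and wells lacking RBBP9 protein for full effect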
Target sequence (O75884 whole entry, looked up): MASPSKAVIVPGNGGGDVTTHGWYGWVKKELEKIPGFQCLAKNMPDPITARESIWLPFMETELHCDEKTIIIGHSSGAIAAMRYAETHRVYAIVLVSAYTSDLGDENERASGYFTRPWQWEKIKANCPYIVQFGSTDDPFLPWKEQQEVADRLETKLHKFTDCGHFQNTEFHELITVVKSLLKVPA
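Test system: recombinant human RBBP9. Quantity: 2.5 µM RBBP9 dispensing solution, before mixing. Detection: FP readout at 525/598 nm. Reagent: Serine-hydrolase probe FP-Rh, 375 nM pre-mixing. Measure: % inhibition. Control set: DMSO-treated enzyme wells and wells lacking RBBP9. Buffer or medium: Tris-NaCl-Pluronic buffer, pH 8.0. Times: preincubation 30 min plus labeling 45 min at 25 °C.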
Runt-CBFb FRET: Runt domain-CBFb interaction inhibition | inhibition, % at 20 µM | AID 1496 | 220,000 tested, 0.46% active | Cerulean-Runt/Venus-CBFb FRET ratio 530/480, 1 h | Q01196+Q13951;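 active = inhibition over about 50% at 20 µM in the single-dose screen, limit read from the data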;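 also: 0% = DMSO wells and 100% = excess unlabeled CBFb competitor control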
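Assay system: Cerulean-Runt domain fusion protein, energy donor; Signal: fluorescence energy transfer, 422 nm excitation, 530/480 nm emission; Timing: 1 h compound exposure, room temperature; Control set: unlabeled CBFb; Medium: Tris buffer pH 7.5 with salts and BSA; Compound: single test concentration of 20 µM, 1% DMSO final; Probe or stimulus: Venus-CBFb 100 nM.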
Runt-SMMHC FRET: Runt domain-CBFb-SMMHC interaction inhibition; Q01196+Q13951; Cerulean-Runt/Venus-CBFb-SMMHC FRET ratio 530/480, 1 h; inhibition, % at 20 µM; 220,000 tested, 0.74% active; AID 1434;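 active = mean inhibition across duplicate retests at 20 µM reaching about 50%, limit read from the data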;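 also: 0% = DMSO wells and 100% = wells with excess untagged CBFb-SMMHC; inhibitors lower the FRET ratio by blocking Runt binding to CBFb-SMMHC; some results filed as inactive read as strong as hits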
TbHK1 inh: blocks Trypanosoma brucei hexokinase 1 activity | recombinant TbHK1, G6PDH-coupled NADH A340 | inhibition, % at 10 µM | 220,000 tested, 0.11% active | AID 1430;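 active = inhibition of 50% or more in the single-dose primary screen; inactive = inhibition below 50%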
Calpain2 inh: blocks pig calpain II enzyme activity | purified calpain II, fluorogenic peptide substrate, 30 min | inhibition, % at 16 µM | 220,000 tested, 0.37% active;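 active = inhibition above about 50%, limit read from the data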
p97 ATPase inh: blocks human p97 ATPase activity; P55072; recombinant p97 ATPase, Kinase-Glo ATP luminescence, 3 h; inhibition, % at 8 µM; 220,000 tested, 0.42% active; in the data active = inhibition above about 15%;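 also: 0% = DMSO vehicle and 100% = wells lacking enzyme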
Target sequence (P55072 whole entry, looked up): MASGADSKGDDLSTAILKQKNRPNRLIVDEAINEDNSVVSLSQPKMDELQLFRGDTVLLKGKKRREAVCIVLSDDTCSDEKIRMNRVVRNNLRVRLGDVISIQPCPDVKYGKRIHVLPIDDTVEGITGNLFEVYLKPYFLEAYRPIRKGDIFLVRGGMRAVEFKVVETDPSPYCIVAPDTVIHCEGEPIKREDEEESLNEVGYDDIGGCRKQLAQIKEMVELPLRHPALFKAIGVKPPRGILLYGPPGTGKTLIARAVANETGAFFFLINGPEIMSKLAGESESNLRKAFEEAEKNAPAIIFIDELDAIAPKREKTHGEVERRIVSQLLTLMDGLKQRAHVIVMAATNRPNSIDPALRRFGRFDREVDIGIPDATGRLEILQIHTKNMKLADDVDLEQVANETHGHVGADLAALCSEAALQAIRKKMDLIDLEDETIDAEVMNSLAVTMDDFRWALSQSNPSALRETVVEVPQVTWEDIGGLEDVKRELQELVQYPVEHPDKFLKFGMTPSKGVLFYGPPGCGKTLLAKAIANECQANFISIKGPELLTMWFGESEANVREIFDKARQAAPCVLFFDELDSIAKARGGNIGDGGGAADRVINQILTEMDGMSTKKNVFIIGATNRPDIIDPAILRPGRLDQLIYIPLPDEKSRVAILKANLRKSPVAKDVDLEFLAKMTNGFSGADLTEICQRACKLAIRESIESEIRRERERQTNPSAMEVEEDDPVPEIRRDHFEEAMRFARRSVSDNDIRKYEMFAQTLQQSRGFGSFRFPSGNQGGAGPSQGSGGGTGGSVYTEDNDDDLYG
* = called active by the depositor; nt = not tested or not shown; [ ] = another dose, or the depositor's remark.

1. Cc1nc2ccccc2n(CC(=O)Nc2cc(Cl)cc(Cl)c2)c1=O
2. COc1ccc(/C=N/NC(=O)c2nn(-c3ccccc3)c(=O)c3c(N)scc23)cc1
3. COc1ccc(C2C(C(=O)NCC3CCCO3)CCC(=O)N2c2ccc3c(c2)OCO3)cc1 (centres undefined)
4. COc1ccc(SC[C@H](CC(C)C)N2CCN(CCc3ccccc3)CCC2=O)cc1
5. O=C(CSc1nnc(Cc2ccccc2)n1-c1ccccc1)NNC(=O)Cc1ccccc1
6. O=C(CCNS(=O)(=O)c1cccc2nsnc12)N1CCc2ccccc21

assay / compound | 1 | 2 | 3 | 4 | 5 | 6
Furin inhibitor | -26 | -3[20 µM] | -20 | -22 | -11[20 µM] | 5[20 µM]
p47phox inh | -8 | -4 | -9 | -5 | -7 | -5
EBV gp42 inh | -8 | -12 | -9 | -17 | -9 | -13
RBBP9 inh | -6 | -6 | 0 | nt | -5 | -4
Runt-CBFb FRET | 2 | 12 | 1 | -1 | 0 | 3
Runt-SMMHC FRET | 0 | 47 | 4 | 1 | -2 | 2
TbHK1 inh | -10 | -16 | -8 | -11 | 3 | -4
Calpain2 inh | -61 | -57 | -18 | 14 | -1 | -18
p97 ATPase inh | 3 | 0 | 0 | nt | -1 | 3

7. N#Cc1cc2c(nc1SCC(=O)Nc1sc3c(c1C#N)CCC3)CCCCC2
8. CN(C)c1ccc(C(CC(=O)c2ccccc2)C2CCCCC2=O)cc1 (centres undefined)
9. C#CCOCCOCCOCCNc1nc(N2CCOCC2)nc(N2CCN(C(=O)[C@H](C)n3cc(CCCN=C(N)N)nn3)CC2)n1
10. O=S(=O)(c1ccc(F)cc1)N(CCO)CC(O)Cn1c2ccccc2c2ccccc21 (centres undefined)
11. CCOC(=O)Cc1cc(=O)[nH]c(/N=C(\N)Nc2ccc(C)cc2C)n1
12. CCOc1ccc(C(=O)CC(Sc2ccc(C)cc2)C(=O)O)cc1 (centres undefined)

assay / compound | 7 | 8 | 9 | 10 | 11 | 12
Furin inhibitor | -22[20 µM] | -11 | -9 | -12[20 µM] | -20[20 µM] | -10
p47phox inh | -29 | -6 | 1 | -9 | 2 | -1
EBV gp42 inh | -4 | 5 | -13 | 9 | -9 | 2
RBBP9 inh | 1 | -1 | -5 | -4 | -2 | 4
Runt-CBFb FRET | -7 | 1 | 1 | -3 | -3 | 14
Runt-SMMHC FRET | 1 | 5 | 0 | 7 | -4 | 11
TbHK1 inh | -16 | 3 | -2 | -16 | -9 | -5
Calpain2 inh | 17 | 15 | -6 | -6 | 6 | 14
p97 ATPase inh | 1 | -1 | 4 | -4 | 0 | 2

13. COc1ccc(N2CCN(Cc3nc4c(c(=O)n(C)c(=O)n4C)n3Cc3cccc(C)c3)CC2)cc1
14. O=C(/C=C/c1ccccc1)NC1CCCc2ccccc21 (centres undefined)
15. Cc1ccccc1CSCCNC(=O)Nc1ccccc1
16. COc1cccc(N2CCN(c3ncnc4c3[nH]c3ccc(F)cc34)CC2C)c1 (centres undefined)
17. O=S1(=O)CC(O)C(NCc2cccnc2)C1 (centres undefined)
18. Cc1[nH]n(CCC#N)c(=O)c1CC(=O)N1CCN(c2ccccc2)CC1

assay / compound | 13 | 14 | 15 | 16 | 17 | 18
Furin inhibitor | -24 | -22 | -14 | -37 | -29 | -21
p47phox inh | 1 | 1 | 0 | -24 | -2 | 0
EBV gp42 inh | -15 | -12 | -6 | -25 | 4 | -22
RBBP9 inh | -4 | -6 | -10 | -6 | -2 | 3
Runt-CBFb FRET | -2 | 0 | 0 | nt | 1 | -2
Runt-SMMHC FRET | -5 | -2 | 3 | -2 | 3 | -2
TbHK1 inh | 5 | 8 | 5 | -5 | 4 | -6
Calpain2 inh | -29 | 33 | -6 | -21 | -3 | -2
p97 ATPase inh | 1 | -1 | 1 | 6 | 6 | 3

19. Cn1c(Cn2cnc([N+](=O)[O-])n2)nnc1SCC(=O)Nc1cccc(Cl)c1
20. Nc1nncn1C(=O)CCCOc1ccc(Cl)cc1Cl
21. CCC(Sc1nncn1C)C(=O)Nc1cc(C)on1 (centres undefined)
22. O=C(Cc1ccccc1)Nc1cccnc1
23. CCCCNC(=O)CSc1nnc(-c2c[nH]c3ccccc23)n1CC1CCCO1 (centres undefined)
24. Cn1cc(Cl)c(-c2n[nH]c(=S)n2-c2ccc(F)cc2)n1

assay / compound | 19 | 20 | 21 | 22 | 23 | 24
Furin inhibitor | -24 | -9 | -34 | -6 | -15[20 µM] | -29
p47phox inh | -9 | -12 | nt | 3 | -6 | -2
EBV gp42 inh | -1 | -11 | -8 | -12 | -8 | -2
RBBP9 inh | -5 | 2 | 0 | 4 | -5 | -10
Runt-CBFb FRET | 2 | 0 | 1 | 1 | 1 | 5
Runt-SMMHC FRET | -2 | 1 | 0 | 0 | 0 | 3
TbHK1 inh | 3 | -1 | -7 | -3 | -3 | -2
Calpain2 inh | 10 | -34 | -18 | -9 | -2 | -8
p97 ATPase inh | 7 | 3 | 1 | 8 | 3 | 3

25. CSc1nc2sc(-c3ccccc3)cc2c(=O)n1N
26. CCn1c(=O)c(C(=O)Nc2ccccc2S(N)(=O)=O)c(O)c2ccccc21
27. CCN(CC)S(=O)(=O)c1ccc(OC)c(NC(=O)c2cccc(C)c2[N+](=O)[O-])c1
28. CCOc1cccc(CN2CCN(c3cccc(C(F)(F)F)c3)CC2)c1O
29. Cc1ccccc1Cn1cc(NC(=O)c2cc(-c3cccs3)on2)cn1
30. COC(=O)CN1C2(C#N)CCCCC2CC2CCCCC21C#N (centres undefined)

assay / compound | 25 | 26 | 27 | 28 | 29 | 30
Furin inhibitor | -5[20 µM] | -25 | -35 | -13[20 µM] | -17 | -16
p47phox inh | -2 | -6 | -8 | -7 | -13 | 5
EBV gp42 inh | -12 | -11 | -10 | 2 | -14 | 6
RBBP9 inh | -6 | -9 | -2 | -8 | -8 | -8
Runt-CBFb FRET | -1 | -2 | -1 | 2 | -4 | 0
Runt-SMMHC FRET | 3 | -3 | 3 | -2 | -14 | -9
TbHK1 inh | 4 | 3 | 3 | 4 | -3 | -4
Calpain2 inh | -86 | -70 | 1 | -19 | -62 | 15
p97 ATPase inh | -7 | 7 | -1 | -3 | 0 | -2

31. CSc1ccccc1-c1nnc(-c2ccc(Cl)c(Cl)c2)o1
32. Cc1cc(Br)ccc1NC(=S)N1CCOCC1
33. Cc1ccc(OCCCN2CCOCC2)c([N+](=O)[O-])c1
34. COc1cccc(Nc2ncnc3c2cnn3-c2cccc(C)c2)c1
35. CCc1nc2ccccc2c(C(=O)OCc2nnc(-c3ccccc3)o2)c1C
36. O=S(=O)(c1cccc2nonc12)N1CCCCCC1

assay / compound | 31 | 32 | 33 | 34 | 35 | 36
Furin inhibitor | -16 | -26 | -7 | -15 | -6[20 µM] | -25
p47phox inh | -15 | 3 | -3 | 1 | -3 | 3
EBV gp42 inh | 9 | -14 | -21 | 5 | 2 | -6
RBBP9 inh | -8 | -3 | -9 | -14 | -9 | -11
Runt-CBFb FRET | 1 | 0 | 2 | -3 | -2 | 1
Runt-SMMHC FRET | -1 | 0 | 1 | 3 | -7 | 0
TbHK1 inh | 0 | -17 | -1 | 2 | -5 | -8
Calpain2 inh | 11 | -16 | -14 | -17 | 18 | -23
p97 ATPase inh | 3 | 5 | 7 | -6 | -4 | 0

37. CCCCn1c(=O)[nH]c(=O)c2c1nc(-c1ccccc1F)n2Cc1ccccc1
38. CCCCc1nnc(NC(=O)Cn2cnc3ccccc3c2=O)s1
39. CSc1nc(-c2ccccc2)c(C#N)c(=O)n1C
40. Cn1ncc(C#N)c1NC(=O)C1CC(c2ccc(Cl)c(Cl)c2)=NO1 (centres undefined)
41. CC(C)c1ccc(S(=O)(=O)c2n[nH]n3c2nc(=O)c2ccccc23)cc1
42. O=C(CCc1nc2ccccc2c(=O)[nH]1)Nc1ccc(Cl)c(Cl)c1

assay / compound | 37 | 38 | 39 | 40 | 41 | 42
Furin inhibitor | 2 | -8 | -8 | -7[20 µM] | -16[20 µM] | -14
p47phox inh | -14 | 9 | 6 | 1 | -12 | -40
EBV gp42 inh | -7 | 1 | -14 | 2 | -52 | -3
RBBP9 inh | -8 | 3 | 0 | 3 | -9 | -4
Runt-CBFb FRET | -2 | 0 | 0 | 1 | -7 | -1
Runt-SMMHC FRET | 1 | 3 | -7 | -6 | -6 | -2
TbHK1 inh | -2 | -5 | -16 | -6 | 3 | -2
Calpain2 inh | 32 | 3 | -6 | -3 | -28 | -6
p97 ATPase inh | 3 | 3 | 5 | -4 | 3 | 2

43. COc1cccc(C2C=C(Nc3ccccc3)C(=O)N2c2ccccc2)c1 (centres undefined)
44. Cc1ccc(S(=O)(=O)NCCCCCC(N)=O)cc1
45. CC(C)Nc1nc(NC(C)C)nc(SCC(N)=O)n1
46. O=C(CCN1C(=O)c2cccc3cccc(c23)C1=O)N1CCOCC1
47. CC(Oc1ccccc1)C(=O)NCc1cccnc1 (centres undefined)

assay / compound | 43 | 44 | 45 | 46 | 47
Furin inhibitor | -17 | -8[20 µM] | -22 | -32 | -14
p47phox inh | -12 | 2 | -12 | 5 | -8
EBV gp42 inh | -15 | -24 | -1 | -13 | -14
RBBP9 inh | -5 | 0 | -8 | 5 | 2
Runt-CBFb FRET | 0 | -1 | 0 | 0 | -1
Runt-SMMHC FRET | 0 | 0 | 1 | -5 | -8
TbHK1 inh | 27 | -8 | 2 | -9 | 2
Calpain2 inh | -55 | 1 | -16 | -61 | -3
p97 ATPase inh | 3 | -4 | 4 | 10 | 5

Records 37 to 47, reprinted for reference:
37. CCCCn1c(=O)[nH]c(=O)c2c1nc(-c1ccccc1F)n2Cc1ccccc1
38. CCCCc1nnc(NC(=O)Cn2cnc3ccccc3c2=O)s1
39. CSc1nc(-c2ccccc2)c(C#N)c(=O)n1C
40. Cn1ncc(C#N)c1NC(=O)C1CC(c2ccc(Cl)c(Cl)c2)=NO1 (centres undefined)
41. CC(C)c1ccc(S(=O)(=O)c2n[nH]n3c2nc(=O)c2ccccc23)cc1
42. O=C(CCc1nc2ccccc2c(=O)[nH]1)Nc1ccc(Cl)c(Cl)c1
43. COc1cccc(C2C=C(Nc3ccccc3)C(=O)N2c2ccccc2)c1 (centres undefined)
44. Cc1ccc(S(=O)(=O)NCCCCCC(N)=O)cc1

assay / compound | 37 | 38 | 39 | 40 | 41 | 42 | 43 | 44
Furin inhibitor | 2 | -8 | -8 | -7[20 µM] | -16[20 µM] | -14 | -17 | -8[20 µM]
p47phox inh | -14 | 9 | 6 | 1 | -12 | -40 | -12 | 2
EBV gp42 inh | -7 | 1 | -14 | 2 | -52 | -3 | -15 | -24
RBBP9 inh | -8 | 3 | 0 | 3 | -9 | -4 | -5 | 0
Runt-CBFb FRET | -2 | 0 | 0 | 1 | -7 | -1 | 0 | -1
Runt-SMMHC FRET | 1 | 3 | -7 | -6 | -6 | -2 | 0 | 0
TbHK1 inh | -2 | -5 | -16 | -6 | 3 | -2 | 27 | -8
Calpain2 inh | 32 | 3 | -6 | -3 | -28 | -6 | -55 | 1
p97 ATPase inh | 3 | 3 | 5 | -4 | 3 | 2 | 3 | -4

45. CC(C)Nc1nc(NC(C)C)nc(SCC(N)=O)n1
46. O=C(CCN1C(=O)c2cccc3cccc(c23)C1=O)N1CCOCC1
47. CC(Oc1ccccc1)C(=O)NCc1cccnc1 (centres undefined)

assay / compound | 45 | 46 | 47
Furin inhibitor | -22 | -32 | -14
p47phox inh | -12 | 5 | -8
EBV gp42 inh | -1 | -13 | -14
RBBP9 inh | -8 | 5 | 2
Runt-CBFb FRET | 0 | 0 | -1
Runt-SMMHC FRET | 1 | -5 | -8
TbHK1 inh | 2 | -9 | 2
Calpain2 inh | -16 | -61 | -3
p97 ATPase inh | 4 | 10 | 5
